Bioassay records from PubChem.
PRMT1 FP inh: PRMT1 (human) inhibition, primary screen | hit rate 1.3% among 370,000 | Q99873 | recombinant PRMT1, activity-based probe fluorescence polarization | inhibition, % at 2.79 µM;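 active = inhibition above about 21% made by adding two undisclosed values, limit read from the data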
TDP2 inh: TDP2 (human) inhibition, absorbance primary screen. O95551. recombinant TDP2, T5PNP hydrolysis, p-nitrophenol absorbance 415 nm. inhibition, % at 12.8 µM. hit rate 0.34% among 370,000. AID 720702;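 active = inhibition above the mean of all tested compounds plus 3 SD, set per campaign, cut at about 25% in these data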;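 note: 0% = DMSO with enzyme and 100% = buffer with substrate but no TDP2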
Target sequence (O95551 whole entry, looked up): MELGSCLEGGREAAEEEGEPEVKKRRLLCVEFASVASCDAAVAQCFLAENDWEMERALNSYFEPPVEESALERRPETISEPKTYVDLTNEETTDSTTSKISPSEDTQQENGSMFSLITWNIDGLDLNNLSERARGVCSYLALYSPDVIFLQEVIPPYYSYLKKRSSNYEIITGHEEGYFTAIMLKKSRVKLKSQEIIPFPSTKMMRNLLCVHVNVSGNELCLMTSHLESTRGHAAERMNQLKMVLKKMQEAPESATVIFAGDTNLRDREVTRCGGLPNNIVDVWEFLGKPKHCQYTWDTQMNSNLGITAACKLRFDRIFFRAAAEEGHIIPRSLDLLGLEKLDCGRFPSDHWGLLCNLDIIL
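Incubation: 2 h at 37 °C; Test system: recombinant human TDP2; Quantity: enzyme 120 nM; Read-out basis: percent inhibition; Medium: 50 mM Tris-HCl pH 7.5 with Mg2+, KCl, DTT, BSA; Repeats: single replicate; Compound: 12.8 µM single point, 1% DMSO; Signal: epi absorbance; Reagent: 5 mM T5PNP chromogenic substrate; Benchmarks: no-enzyme high, DMSO-plus-enzyme low.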
rCAG RNA binder: molecules binding r(CAG) RNA repeats | AID 651821 | r(CAG) RNA repeat, TO-PRO-1 dye displacement fluorescence | inhibition, % at 3 µM | hit rate 1.3% among 370,000;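 active = inhibition above the plate cutoff, the mean of all test compounds on that plate plus 3 SD, cut at about 35% in these data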;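 note: 0% = DMSO alone and 100% = 100 µM mitoxantrone as full dye displacement; higher means more dye released from RNA so lower well fluorescence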
GC-B act: GC-B (human) receptor activation | P20594 | HEK293-GC-B cells, CNP EC30, cGMP TR-FRET; 0% at EC30 CNP, 100% saturating CNP | activation, % at 10 µM | hit rate 0.11% among 370,000 | AID 1920062;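 active = activation at 10 µM reaching about 35% in either raw or pattern-adjusted values, limit read from the data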
LEDGF integ inh: blocks HIV-1 LEDGF/p75-dependent DNA integration. TR-FRET IN-LEDGF/p75 DNA integration, Eu/Cy5. inhibition, % at 3.7 µM. hit rate 0.64% among 370,000. AID 743269;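 active = inhibition above the screen-wide mean plus 3 SD, cut at about 13% in these data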;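 note: signal is the Cy5 over europium emission ratio at 671 and 618 nm; 0% = plate median of compound wells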
TCR-CD3 inh: inhibitors of human TCR-CD3 interaction. TAMRA-labeled TCR probe fluorescence, biochemical. inhibition, % at 9.4 µM. hit rate 0.37% among 360,000. AID 651800; in the data active = inhibition above about 19%;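 note: recombinant mutant TCR 2C K166C tagged with TAMRA read by polarization; 0% = receptor in buffer alone and 100% = receptor with positive control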
HTRA1 inhibitor: blocks human HTRA1 serine peptidase; recombinant HTRA1, FP-rhodamine activity-based probe, fluorescence polarization; AID 504803; hit rate 0.5% among 340,000; inhibition, % at 5.96 µM; in the data active = inhibition above about 36%;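 note: 0% = enzyme with DMSO and 100% = wells lacking enzyme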
Target sequence (Q92743 whole entry, looked up): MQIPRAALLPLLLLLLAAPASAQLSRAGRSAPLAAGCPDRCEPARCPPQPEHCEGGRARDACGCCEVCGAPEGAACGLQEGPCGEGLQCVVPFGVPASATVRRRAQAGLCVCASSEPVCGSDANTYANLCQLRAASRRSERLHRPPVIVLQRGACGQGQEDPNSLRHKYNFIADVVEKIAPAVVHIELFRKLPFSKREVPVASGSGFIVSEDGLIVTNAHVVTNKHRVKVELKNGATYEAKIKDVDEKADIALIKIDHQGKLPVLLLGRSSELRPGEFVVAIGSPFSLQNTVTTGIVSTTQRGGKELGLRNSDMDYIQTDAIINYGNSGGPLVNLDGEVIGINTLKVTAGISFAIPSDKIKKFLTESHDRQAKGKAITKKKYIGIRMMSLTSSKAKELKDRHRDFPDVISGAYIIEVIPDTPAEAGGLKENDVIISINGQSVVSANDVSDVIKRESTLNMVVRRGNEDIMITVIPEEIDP
mABHD4 FP: ABHD4 (mouse) inhibition, primary FP screen. hit rate 0.54% among 370,000. purified mABHD4, FP-Rh probe fluorescence polarization. inhibition, % at 8.92 µM. Q8VD66;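 active = inhibition exceeding the mean over every tested compound plus 3 SD, cut at about 30% in these data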;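 note: 0% = plate median of compound wells and 100% = S159A mutant with DMSO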
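system = mouse ABHD4 enzyme, wild type | medium = HEPES pH 7.0, NaCl, Pluronic buffer | also added = FP-Rh probe | incubation = Enzyme–compound pre-incubation 45 min, then probe 60 min, both 25 °C | technique = fluorescence polarization, excitation 525 nm, emission 598 nm, BODIPY TMR filters | controls = S159A mutant high control, sample median low control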
MBD2 inh: inhibitors of human MBD2 binding to methylated oligonucleotide. Q9UBB5. hit rate 0.31% among 370,000. inhibition, % at 4.4 µM. TR-FRET; in the data active = inhibition above about 13%
SIAE primary: human SIAE inhibition, primary screen | Q9HAT2 | SIAE FP-Rh probe binding, fluorescence polarization | inhibition, % at 9.66 µM | hit rate 0.69% among 370,000 | AID 1053197;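 active = inhibition above a cutoff: mean of compounds within the control limits plus 3 SD of those, cut at about 17% in these data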;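 note: 0% = plate median of compound wells and 100% = probe without SIAE protein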
An asterisk follows results filed as active; / = no result given; & = joins results of further samples. Only part of the results is shown. The share of hits here may be higher or lower than overall.

The first two compounds, ahead of the listing:
smiles	PRMT1 FP inh	TDP2 inh	rCAG RNA binder	GC-B act	LEDGF integ inh	TCR-CD3 inh	HTRA1 inhibitor	mABHD4 FP	MBD2 inh	SIAE primary
COc1ccc(C[C@H]2CN3C(=NC[C@@H]3Cc3ccc(O)cc3)N2CCNC(=O)c2ccc(C)c(Br)c2)cc1	0	1	8	-18	1	-8	-32	17	6	1
O=C(c1cnn(-c2nc3ccccc3s2)c1)c1ccccc1O	-2	10	0	0	-2	3	-1	2	-1	-11

All compounds of this part, repeating the preview:
smiles	PRMT1 FP inh	TDP2 inh	rCAG RNA binder	GC-B act	LEDGF integ inh	TCR-CD3 inh	HTRA1 inhibitor	mABHD4 FP	MBD2 inh	SIAE primary
COc1ccc(C[C@H]2CN3C(=NC[C@@H]3Cc3ccc(O)cc3)N2CCNC(=O)c2ccc(C)c(Br)c2)cc1	0	1	8	-18	1	-8	-32	17	6	1
O=C(c1cnn(-c2nc3ccccc3s2)c1)c1ccccc1O	-2	10	0	0	-2	3	-1	2	-1	-11
CNC(=S)N/N=C/c1ccc(-c2ccc(C(=O)O)cc2)o1	4	2	4	6	4	-1	11	8	-2	3
COC(=O)C1=C(C)N(c2ccc(C(=O)OC)cc2)C(=O)C1	-1	1	6	-3	2	4	3	-8	4	-4
Cc1ccc2nc(-c3ccc(Br)cc3)cn2c1	-4	21	-1	-2	3	0	-12	5	0	11
Cc1ccccc1NC(=O)COC(=O)Cc1cccc(C(F)(F)F)c1	0	3	-4	1	2	6	1	-3	-2	0
CC1=C2CCCC[C@@]23C2C(=O)N(C)C(=O)[C@@H]2ON3OC1 (stereo partly specified)	-2	-10	4	0	-2	6	/	7	3	-4
COc1ccc(CC(=O)Nc2ccc(S(=O)(=O)Nc3cc(C)on3)cc2)cc1	0	-2	13	6	0	5	-2	-2	-4	-3
Cc1occc1C(=O)NNC(=O)C(c1ccccc1)c1ccccc1	1	-11	3	-4	3	0	8	-1	-1	2
c1ccc2c(c1)Cn1nc(Cc3nc4c(s3)CCCC4)nc1-2	-1	-5	3	-2	-2	1	-1	7	-4	7
Cc1ccc(CN2C(=O)C(Cc3ccccc3)Nc3ncnc(N4CCCCC4)c32)cc1 (stereo unspecified)	1&-2	-2&-13	4&8	-1&2	0&3	-3&-8	-24	3&-4	0&-2	2&-3
CCCOc1ccc(CCC(=O)O)cc1	-2	-1	0	2	1	5	-1	1	-2	1
CCN(CC)CCn1c2c(c(SCC(=O)Nc3nc(C)cs3)nc1=O)CCC2	0	-8	-5	0	0	1	-6	1	0	-4
O=C(CCCN1C(=O)/C(=C/c2cccs2)SC1=S)Nc1cccc(C(=O)O)c1	-2	-9	5	2	-1	3	-3	-3	-1	-3
Cc1cc(C(=O)OCC(=O)Nc2cc(Cl)ccc2C)c(C)o1	-1	8	-1	0	6	0	-8	-9	3	-3
Oc1ccc(Br)cc1-c1nc2cnccn2c1NC1CCCCC1	1	-7	4	3	-2	-7	-23	-3	0	6
Cc1c(Br)c(C(F)(F)F)nn1CC(=O)NCc1ccccc1	-4	-3	0	2	3	-2	-2	-10	-4	-1
CCCCNCCS(=O)(=O)NCc1ccccc1OC	-6	-11	1	2	1	-3	8	-2	2	-7
O=C(NCc1nc(-c2ccc(Cl)cc2)no1)c1ccc2c(c1)OCO2	4	-5	2	-2	-3	-1	-15	-7	2	-2
Cc1ccc(C)c(C(=O)C(C)Sc2nc3nn(-c4ccccc4)c(=O)c-3c3n2CCCCC3)c1 (stereo unspecified)	-5	14	3	-6	2	1	4	1	-1	7
CCn1c2ccccc2c2cc(NC(=O)COC(=O)Cc3cn4ccsc4n3)ccc21	3	6	5	-5	0	1	19	2	2	3
CCn1c(CC(=O)Nc2ccccc2F)nnc1SCC(=O)NC1=NCCS1	10	11	0	6	2	1	4	-9	3	3
COC(=O)C1CN(Cc2ccccc2)CCS(=O)(=O)N1Cc1ccc(C)cc1 (stereo unspecified)	4	0	3	-9	3	/	/	-7	2	2
Oc1ccc(C[C@@H](CN2CCCC2CN2C(=S)NC[C@@H]2Cc2ccccc2)N2C[C@H](Cc3ccccc3)N(CC3CCCCCC3)C2=S)cc1 (stereo partly specified)	-2	0	14	5	-3	10	/	3	1	-10
NC(=O)c1cccc(NC(=O)Nc2ccc(Cl)cc2)c1	2	13	3	0	-4	3	1	-2	12	-2
Cc1cc(N2CCOCC2)n2nc(C)c(-c3ccccc3Cl)c2n1	-3	-2	-8	-4	4	-5	14	-2	-1	2
O=C(Nc1cccc(C(F)(F)F)c1)c1ccc2nc(N3C(=O)CCC3=O)sc2c1	4	3	33	-3	5	6	-75	-20	5	-49
COc1ccccc1NC(=S)N1CCC(c2nc3ccccc3o2)CC1	1	4	-6	4	-1	-1	-1	2	-2	3
CCOc1ccc(N(CC(=O)NC2CC3CCC2C3)S(=O)(=O)c2ccc(C)cc2)cc1 (stereo unspecified)	1	-4	-5	0	1	-4	-11	-2	-1	0
O=C(C1CN(C(=O)c2cc3ccccc3o2)c2ccccc2O1)N1CCCCC1 (stereo unspecified)	-5	9	3	0	3	5	-3	0	-7	1
COc1ccccc1-c1ccc(SCc2ccccc2F)nn1	4	4	-3	-13	-4	2	-19	15	-1	-7
OCc1nc2ccccc2n1CC(O)Cn1ccc2ccccc21 (stereo unspecified)	-3	-2	3	-3	-2	3	-14	-8	1	1
Cc1cc(C)n(CC(=O)NNC(=O)c2cccc(C(F)(F)F)c2)n1	-4	-21	0	8	2	-1	-1	-10	-2	-4
COc1ccccc1C1CC(c2ccco2)=NN1c1ccccc1 (stereo unspecified)	1	-2	7	-4	6	2	10	3	-7	17*
COc1ccccc1C(=O)NC(=O)COC(=O)Cn1cnc2c1c(=O)n(C)c(=O)n2C	7	2	0	-2	-3	-6	-4	3	0	-6
CC(=O)c1cnc2n(c1=O)CCS2	-3	8	-4	0	-2	2	-1	2	2	-3
Cc1ccc(S(=O)(=O)NC(=O)NC2=NC(C)(C)N(c3ccc(Cl)c(Cl)c3)C(N)=N2)cc1	0	-2	3	5	-4	4	/	-7	0	-7
CC(=O)c1ccc(NC(=O)CSc2ccc(-c3sc(C)nc3C)nn2)cc1	4	14	-1	-1	-2	4	-2	6	2	-10
Cc1ccc2cc(C=O)c(N(C)C)nc2c1	1	8	0	1	0	3	-10	3	-8	-2
CN1C(=O)C(C)(C)c2cc(S(=O)(=O)NCc3ccc(C(=O)NCc4ccco4)cc3)ccc21	-2	-1	3	-2	-3	6	2	1	3	-9
CCCCn1nnnc1SCC(=O)c1ccc(C)c(C)c1	-1	-11	-4	-2	0	6	-6	6	-2	-4
COCCC(=O)N1CCC(Oc2ccc(C(=O)N(C)C(C)c3ccon3)cc2)CC1 (stereo unspecified)	-2	0	-5	4	-1	5	4	12	0	3
CCN1CCc2c(OCC(=O)N3CCCc4ccccc43)cccc2C1=O	-2	-3	-6	-2	-1	6	-1	3	2	1
Oc1c(Br)cc(/C=N/n2c(-c3ccccc3)n[nH]c2=S)cc1Br	-6	6	0	2	-1	4	4	-2	0	2
COCCNC(=O)C(c1ccc(C)cc1)N(C(=O)C(=O)NC1CCCC1)c1ccc2c(c1)OCCO2 (stereo unspecified)	4	-10	-7	5	-3	3	-4	-4	0	-3
O=C(NC1=NCCS1)c1ccccc1F	4	-5	-3	3	-1	-4	/	-2	2	-10
COc1cccc(-c2cnc3c(NC=O)cc(-c4cc(OC)c(OC)c(OC)c4)cn23)c1	-3	-4	10	21	4	0	/	-2	-4	-9
O=c1oc2ccccc2cc1-c1nnc(NCc2ccco2)s1	9	-8	15	-5	-5	0	-9	-13	-2	-16
O=C(Nc1ccc(OC(F)(F)F)cc1)Nc1cccc([N+](=O)[O-])c1	3	1	19	-1	-1	17	-80	-71	5	-105
CC(=O)c1ccc(NC(=O)C(C)Sc2nnc(-c3ccncc3)n2C2CC2)cc1 (stereo unspecified)	0	-12	4	0	-2	3	-4	1	4	2
CSc1nc2c(c(C(F)(F)F)n1)CC(C)CC2 (stereo unspecified)	3	9	2	0	0	2	-4	2	-3	4
Cn1c(NC(=O)c2ccc(Cl)cc2Cl)cc(=O)n(C)c1=O	-2	1	4	6	2	-3	-3	-3	-4	-3
Cc1cn([C@H]2C[C@H](O)[C@@H](/C=C/C(=O)NCCc3ccc4c(c3)OCO4)O2)c(=O)[nH]c1=O	0	1	5	11	-2	-3	/	-3	-3	3
COc1cc(N)c(Cl)cc1C(=O)OCC(=O)c1ccc2c(c1)NC(=O)CO2	3	15	10	-1	0	-3	-6	-4	1	-2
Cc1cc(C)nc(NC2=NCC(=O)N2c2ccccc2Br)n1	-8	4	2	3	3	3	3	0	5	-3
FC(F)(F)c1ccccc1Cn1ccc2ccc(-c3ccc4ccn(Cc5ccccc5C(F)(F)F)c4c3)cc21	-2	5	4	-19	3	/	/	-7	-2	2
Cc1nc2c(ncn2-c2ccccc2)c(=O)n1NC(=O)CN1CCCCC1	-3	8	-3	3	-1	-4	4	-1	-2	-3
Cn1c(=O)c2c(nc(SCC(=O)NC3CCCC3)n2C)n(C)c1=O	-5	1	-2	-2	4	8	7	5	-2	2
Cc1ccc(SC(C)C(=O)Nc2cccnc2)cc1 (stereo unspecified)	-2	2	-3	-4	-1	4	-1	7	0	1
Clc1ccc(CSc2snnc2-c2ccccc2)c(Cl)c1	-2	8	5	-1	-1	-3	-18	0	-1	3

Additional results:
smiles	PRMT1 FP inh	TDP2 inh	rCAG RNA binder	GC-B act	LEDGF integ inh	TCR-CD3 inh	HTRA1 inhibitor	mABHD4 FP	MBD2 inh	SIAE primary
Cc1cnc(C(=O)N2CCc3c([nH]c4ccccc34)C2c2ccc(F)cc2)cn1 (stereo unspecified)	-1	-7	-1	-1	0	-2	-10	3	4	6
CCOC(=O)C1(Cc2cccc(OC)c2)CCN(Cc2cccn2-c2ccccn2)CC1	2	1	-6	-15	0	-5	-3	6	4	-1
COc1cc2c(C(=O)N3CCN(Cc4ccc5c(c4)OCO5)CC3)cn(C)c(=O)c2cc1OC	0	-3	-2	1	-2	-5	2	10	4	4
CCCc1ccc(C(=O)O/N=C(\N)c2ccccn2)cc1	-4	-13	-4	3	0	-4	-6	-12	1	0
O=C(NCN1CCN(CCO)CC1)c1cnccn1	-3	14	1	-5	0	1	2	2	4	-2
COc1ccc(SCCC(=O)NCc2ccncc2)cc1	-1	13	-2	3	4	-9	-3	3	0	1
O=C(NCCc1ccc(C(F)(F)F)cc1)C1CCC(=O)N(C2CC2)C1 (stereo unspecified)	3	-10	-4	-2	-2	-9	5	-3	2	-3
Cc1ccc(Cc2c(-c3cccc(Br)c3)nc3ccc(Br)cn23)cc1	-1	0	38*	0	7	2	/	-2	4	-3
CCOC(=O)N1CCN(C(=O)C2CCCN(S(=O)(=O)c3cc(C)ccc3OC)C2)CC1 (stereo unspecified)	-3	-14	-5	-1	1	7	0	8	-1	-4
